Screening data (PubChem)
EBNA-1 inh = blocks EBNA-1 binding to DNA. EBNA-1 DNA binding, fluorescence polarization. inhibition, % at 14.8 µM. hit rate 0.34% among 300,000; in the data active means inhibition above about 28%
Yeast superoxide = caloric restriction mimetics inhibiting age-related superoxide in yeast; S. cerevisiae aged cells, superoxide DHE fluorescence; active compounds read low; hit rate 0.18% among 330,000; AID 2690; superoxide response (% of plate mean), % at 10 µM;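 active means superoxide response under a set limit, about three screen SD below normal, cut at about 65% in these data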;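 further: yeast aged for seven days with compound at 30 °C before DHE staining; 100% = average MFI of all compound-treated wells on the plate with controls excluded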
BCLXL inh = Bcl-xL (human) inhibition. Q07817. GST-Bcl-xL / FITC-Bim BH3 peptide fluorescence polarization. inhibition, % at 10.9 µM. hit rate 0.7% among 320,000. AID 2129;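 active means inhibition above the mean of all tested compounds plus 3 SD, cutoff set per campaign, cut at about 30% in these data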;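 further: 0% = DMSO wells and 100% = unlabeled Bim-BH3 peptide competitor; inhibitors lower millipolarization by displacing the labeled peptide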
MEX-5 binding = C. elegans MEX-5 TCR-2 RNA binding activity. MEX-5/FITC-TCR2 RNA binding, fluorescence polarization; active compounds read low. activity score (negative = inhibition of binding), % at 10 µM. hit rate 0.38% among 300,000. AID 1832;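 active means inhibition past about -25% in most replicates, and total fluorescence under double the plate's negative control median, limit read from the data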;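 further: 0% = DMSO and -100% = 5 µM competing unlabeled TCR2 RNA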
Efflux pump mplx = inhibitors of Candida antifungal efflux pumps expressed in yeast; hit rate 0.44% among 330,000; inhibition, % at 10 µM; S. cerevisiae Candida pump triplex, Nile Red efflux;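 active means plate passing quality check with inhibition over a set limit, or well fluorescence over plate mean plus 4 SD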;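 further: Nile Red retained in pooled yeast measured as flow cytometry median fluorescence; 0% = buffer negative control and 100% = Enniatin B positive control; higher means more Nile Red kept so more efflux inhibition; some compounds called inactive have numbers as strong as hits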
Fam108B inh = Fam108B inhibition, counter-screen for RBBP9 inhibitors. recombinant Fam108B, FP-Rh probe fluorescence polarization. inhibition, % at 9.51 µM. hit rate 0.33% among 300,000;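 active means inhibition above the screen mean inhibition plus 3 SD, computed separately per campaign, cut at about 18% in these data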;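 further: inhibitors lower polarization as less probe binds the enzyme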
ZTA DNA inh = ZTA (EBV) inhibition in EBNA-1 counter-screen; hit rate 0.15% among 320,000; ZTA-DNA binding, fluorescence polarization; inhibition, % at 11 µM; in the data active means inhibition above about 33%
Target sequence (P03206 whole entry, looked up): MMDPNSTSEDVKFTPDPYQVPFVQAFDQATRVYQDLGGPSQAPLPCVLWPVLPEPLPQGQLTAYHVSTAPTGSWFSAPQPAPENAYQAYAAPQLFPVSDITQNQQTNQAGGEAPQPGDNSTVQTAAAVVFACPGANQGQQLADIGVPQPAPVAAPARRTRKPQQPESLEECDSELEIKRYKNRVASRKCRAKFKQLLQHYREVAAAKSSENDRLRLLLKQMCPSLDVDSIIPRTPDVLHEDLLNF
MCL1 BIM primary = disrupts human MCL1 binding to BIM-BH3 peptide. GST-MCL1 / FITC-Bim-BH3 fluorescence polarization. inhibition, % at 10.9 µM. hit rate 0.68% among 320,000;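 active means inhibition above the mean inhibition of all tested compounds plus 3 SD, set per campaign, cut at about 40% in these data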;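 further: 0% = DMSO wells and 100% = unlabeled Bim-BH3 peptide control; higher means more loss of mP so more displacement of Bim peptide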
Target sequence (Q07820 whole entry, looked up): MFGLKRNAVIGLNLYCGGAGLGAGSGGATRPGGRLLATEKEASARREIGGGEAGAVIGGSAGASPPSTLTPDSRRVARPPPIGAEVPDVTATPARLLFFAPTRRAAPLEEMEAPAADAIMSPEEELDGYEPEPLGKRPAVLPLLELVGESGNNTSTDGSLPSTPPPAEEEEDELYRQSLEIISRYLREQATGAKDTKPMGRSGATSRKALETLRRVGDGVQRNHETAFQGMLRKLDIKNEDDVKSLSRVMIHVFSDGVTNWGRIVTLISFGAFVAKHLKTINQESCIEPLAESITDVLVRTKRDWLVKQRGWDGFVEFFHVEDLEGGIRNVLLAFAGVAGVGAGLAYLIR
GLD-1 TGE inh = GLD-1-TGE RNA interaction inhibition (C. elegans); Q17339; purified GLD-1 + fluorescein TGE RNA, fluorescence polarization; inhibition, % at 5.96 µM; hit rate 0.44% among 320,000; AID 2280;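 active means percent inhibition above a per-plate cutoff, the plate mean of test compounds plus 3 SD, cut at about 30% in these data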;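 further: 0% = DMSO wells with GLD-1 and probe and 100% = wells lacking GLD-1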
Target sequence (Q17339 whole entry, looked up): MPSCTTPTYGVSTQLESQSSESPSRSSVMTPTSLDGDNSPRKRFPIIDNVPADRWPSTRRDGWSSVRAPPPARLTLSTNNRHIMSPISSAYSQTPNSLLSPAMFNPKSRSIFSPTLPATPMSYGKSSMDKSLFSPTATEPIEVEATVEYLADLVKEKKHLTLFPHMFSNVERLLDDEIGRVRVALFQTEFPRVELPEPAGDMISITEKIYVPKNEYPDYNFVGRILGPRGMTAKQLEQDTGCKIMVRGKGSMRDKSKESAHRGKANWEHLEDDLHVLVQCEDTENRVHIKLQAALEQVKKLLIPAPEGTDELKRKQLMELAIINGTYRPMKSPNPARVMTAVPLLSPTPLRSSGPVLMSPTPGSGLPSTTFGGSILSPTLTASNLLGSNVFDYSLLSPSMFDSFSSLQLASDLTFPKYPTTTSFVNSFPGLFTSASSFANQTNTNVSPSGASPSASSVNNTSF
* = called active by the depositor; x = not tested or not shown.

Every second line gives: EBNA-1 inh, Yeast superoxide, BCLXL inh, MEX-5 binding, Efflux pump mplx, Fam108B inh, ZTA DNA inh, MCL1 BIM primary, GLD-1 TGE inh
COc1ccc(N(CC(=O)N2CCN(Cc3ccccc3)CC2)S(=O)(=O)c2ccccc2)cc1
  -9, 102, -1, 0.4, 0.9, 0, 3, 4, -7
O=C(N/N=C/c1ccc2nccnc2c1)c1ccncc1
  2, 92, 5, 0.8, 0.0, 3, -12, 4, -5
O=C(NCCc1ccccc1)C(c1ccccc1F)N(C(=O)c1csnn1)C1CC1 (centres undefined)
  6, 105, 6, -1.8, -0.3, -2, -2, 3, 0
C#CCN(Cc1ccco1)C(=O)c1cc(COc2ccc(F)cc2Cl)on1
  -9, 103, 3, 0.9, 0.4, 0, 7, -4, -1
O=C1NC(=NCc2ccccc2)S/C1=C/c1ccc(O)cc1
  7, 93, 2, -0.1, 0.0, -4, -6, -4, -12
Cc1ccc2nsnc2c1NC(=O)CCl
  -5, 102, 10, 0.6, -0.1, 7, 14, 3, 11
Cn1cccc1/C=N/N1CCN(Cc2ccc(Cl)cc2)CC1
  -1, 112, 0, -2.1, -0.1, 0, 6, -13, -4
COC(=O)C(C(=O)OC)N1C(=O)CCC1=O
  0, 94, 0, 2.2, 0.0, 6, -9, -2, 9
O=C(O)c1ccc(N2CCS(=O)(=O)CC2)cc1
  -1, 91, 2, 3.1, -0.1, -2, -1, 0, -4
COC(=O)c1cc(S(=O)(=O)Nc2cccc(S(N)(=O)=O)c2)oc1C
  13, 85, -3, -0.7, 0.0, 5, 2, -6, 6
O=Cc1c(Sc2ccccc2)nc2ccccn2c1=O
  0, 141, 6, -2.2, -0.1, 4, -6, 8, -2
CCOC(=O)C[C@H]1c2cc(F)ccc2S(=O)(=O)N1C1CCCCC1
  0, 95, 1, -0.5, 0.0, 5, 13, 6, 2
CCOC(=O)Nc1ccc([N+](=O)[O-])cc1C
  2, 105, -4, -0.7, 0.1, 2, -10, -7, 5
CC1Cc2cc(S(=O)(=O)NCc3ccccc3)ccc2N1C(=O)C1CCC1 (centres undefined)
  5, 85, 5, -0.7, 0.0, 1, 7, 6, 6
O=C1c2ccccc2NC(c2ccc(-c3cccc(Cl)c3)o2)N1O (centres undefined)
  -12, 110, 2, -4.6, -0.1, 1, -11, 13, 8
O=C(CSc1nnnn1C1CCCCC1)NNC(=O)c1ccco1
  -4, 87, -1, 0.6, 0.1, -2, -6, -2, -2
COc1ccc(C(C)=O)cc1COC(=O)c1ccc(S(=O)(=O)N2CCOCC2)cc1
  -11, 107, 1, 0.4, 0.0, -4, -12, -9, 2
CCn1nnc(-c2ccccc2NC(=O)C(F)(F)F)n1
  4, 96, 6, -0.6, -0.1, 0, -6, 8, 0
CCOc1ccc(/C=C/C(=O)OCC(=O)NCCc2ccc(OCC)c(OCC)c2)cc1OC
  -1, 99, -2, 0.1, -0.2, 1, -5, -5, -2
Cc1cccc(NC(=O)CSCC(=O)Nc2cc(Cl)ccc2N2CCOCC2)c1
  3, 92, 2, 0.0, -0.1, 0, -6, -1, 3
O=C(NC1CCCCCC1)c1cc(S(=O)(=O)N2CCC3(CC2)OCCO3)ccc1F
  -3, 98, 2, 1.4, 0.0, -2, -1, -8, 8
COCC(C)n1c(C)cc(C(=O)COC(=O)CCc2nc3ccccc3c(=O)[nH]2)c1C (centres undefined)
  6, 91, -2, -0.1, -0.1, -7, 7, -9, 7
CC(=O)c1ccc(-n2nnnc2SCC(=O)NC2CCCCC2)cc1
  -8, 95, 2, 2.0, -0.1, 1, 16, 4, -5
Cc1ccc(OCC(=O)N2CCN(C(=O)c3ccncc3)CC2)cc1
  -4, 94, 3, 1.0, 0.2, 0, 1, 6, 7
CC1=C(C)CC2C(C1)C(=O)c1ccc(Br)cc1S2(=O)=O (centres undefined)
  x, 94, 4, x, 0.1, x, 3, 7, 5
c1cc2c(cn1)cnc1cscc12
  0, 97, -1, -0.6, -0.1, -5, -7, 0, 5
O=C(CCNS(=O)(=O)c1cccc2nsnc12)NC1CCN(Cc2ccccc2)CC1
  -12, 99, 2, x, 0.0, 3, -18, -4, 5
COc1ccc2[nH]c3nc(SCC(=O)NC4CC4)nnc3c2c1
  0, 102, 17, 0.2, 0.0, 4, -6, 10, -3
Cc1[nH]n(-c2ncc(-c3ccccc3)s2)c(=O)c1C(c1ccc(Br)cc1)C(C#N)C#N (centres undefined)
  -5, 93, 9, 0.6, -0.2, 12, -3, 4, 10
O=C(Nc1ccc(OC(=O)c2cccnc2)cc1)c1cccnc1
  0, 108, 3, -2.7, 0.1, 3, 6, 1, -12
COc1ccccc1Nc1nc(NCCO)nc(N)c1[N+](=O)[O-]
  -1, 102, 7, 0.3, -0.1, -1, -1, 4, 6
Cc1ccc(NC(=O)CCCC(=O)OC(C)C(=O)c2ccccc2)cc1 (centres undefined)
  3, 117, 10, 2.6, 0.1, 4, 11, 3, 0
CCn1nc(C(=O)NNC(=O)c2ccccc2OCc2c(C)noc2C)c2ccccc2c1=O
  x, 101, 5, x, 0.4, x, 13, 7, -3
COc1ccccc1/C=C1/C(=O)N(c2cc(C)cc(C)c2)C(c2cccc([N+](=O)[O-])c2)S1(=O)=O (centres undefined)
  -7, 88, -2, 2.5, -0.2, -1, -4, -10, -7
COc1ccccc1-n1cccc1C=O
  -2, 98, 1, 1.7, 0.0, -1, -2, 3, 4
O=C(CCNC(=O)C1CCN(S(=O)(=O)c2ccccc2)CC1)NCCc1cccc(F)c1
  13, 86, 1, -0.8, -0.3, 4, -5, 3, 3
O=C(Nc1ccc(C(=O)Oc2ccccc2)c(O)c1)c1ccccc1
  -5, 106, 5, 3.1, -0.2, -17, -20, 5, 3
CC(C)S(=O)(=O)C1=NSC2=NC(=O)/C(=C\c3ccc(-c4ccccc4)o3)C(=N)N21
  -5, 144, -5, 8.2, 1.9, -6, 0, -18, -37
Cc1cccc(NC(=O)CCNS(=O)(=O)c2ccc3[nH]c(=O)oc3c2)c1
  -5, 81, 5, 42, -0.2, 1, 198*, 3, -4
CCCc1cc(C(=O)Nc2ccc(C)cc2)no1
  -7, 91, 5, 1.5, -0.2, 0, 9, -1, -1
O=C(CCSCCC(=O)Nc1c(F)c(F)c(F)c(F)c1F)Nc1c(F)c(F)c(F)c(F)c1F
  2, 112, 5, -1.1, 0.1, -5, 7, 2, 3
Cc1ccc(Cc2c(C)nc3nc(SCC(=O)NCCCN4CCCCCC4)nn3c2C)cc1
  -9, 90, 2, 4.4, 0.2, -1, -14, 4, 0
O=C(NCCCCCCCCCNC(=O)C(F)(F)F)C(F)(F)F
  -3, 105, -1, 0.5, -0.1, 4, -2, 2, 0
CCn1c(SCc2ccc(F)cc2)nc2c(c1=O)SCC2
  3, 98, 2, -3.6, 0.1, 1, -3, -3, 1
Cc1oc(-c2ccccc2Cl)nc1CS(=O)CC(=O)N1CCN(c2ccccc2)CC1 (centres undefined)
  6, 124, 3, 0.8, 0.0, 0, 2, 0, 3
CCCC(=O)NC(=S)Nc1cccc(NC(=O)c2ccccc2)c1
  7, 98, -1, 0.9, 0.1, -4, 0, 3, -6
Cc1c(Nc2c3ccccc3nc3ccccc23)c(=O)n(-c2ccccc2)n1C
  -1, 67, -1, 2.7, -0.4, 5, 3, 2, 11
COc1ccccc1N1CC(C(=O)Nc2nc(C)cs2)CC1=O (centres undefined)
  x, 87, 4, x, -0.1, x, -5, 5, -2
O=C(CNC(=O)c1ccc(Cl)cc1)OCC(=O)N1CCCC1
  -3, 94, -1, 0.3, 0.2, -4, -20, 2, 7
CC1(C)CC(=O)C(/C=N/c2ccccn2)=C(O)C1
  -2, 107, 6, -2.1, -0.1, 3, -26, 3, 0

A few values from the list.
Yeast superoxide result of O=C(CCSCCC(=O)Nc1c(F)c(F)c(F)c(F)c1F)Nc1c(F)c(F)c(F)c(F)c1F : 112
Efflux pump mplx result of Cc1c(Nc2c3ccccc3nc3ccccc23)c(=O)n(-c2ccccc2)n1C : -0.4

(list continues)
Every second line gives: EBNA-1 inh, Yeast superoxide, BCLXL inh, MEX-5 binding, Efflux pump mplx, Fam108B inh, ZTA DNA inh, MCL1 BIM primary, GLD-1 TGE inh
Cc1ccc(Cl)cc1NC(=O)COC(=O)Cn1cnc2c1c(=O)n(C)c(=O)n2C
  -18, 106, 3, 4.9, 0.4, -4, 1, 2, 7
CCOC(=O)C1=NN(c2ccc(C)cc2)CC1C(=O)OC (centres undefined)
  2, 110, 5, -0.6, -0.1, -5, -3, -5, -4
COc1ccc(C2=NS(=O)(=O)N(C)C(C(=O)N3CCN(C)CC3)=C2)cc1
  -4, 84, 8, 1.8, 0.0, 2, 12, 6, -4
COc1ccc(CCN(C)C(=O)N2CCOCC2)cc1OC
  -8, 103, 2, 1.0, 0.0, -3, -1, 2, 0
COc1ccc(CC(=O)NCCC2=CCCCC2)cc1
  -4, 107, 6, 0.5, -0.1, 9, -12, 3, 10
Cc1cc(C)c2c(=O)[nH]c(SCC(=O)NCCc3ccccc3)nc2n1
  14, 104, 3, -1.1, -0.1, 2, -13, 0, 10
CC1Cc2ccccc2N1CC(=O)NC(=O)NC1CCCC1 (centres undefined)
  5, 86, 3, x, 0.0, 6, -7, 5, 0
Cc1ccsc1-c1nc(CN2C[C@@H](C)O[C@@H](C)C2)c(C)o1
  2, 97, 7, -0.2, 0.0, 2, 26, 5, 5
Cc1oc(C(C)(C)C)cc1C(=O)Nc1ccc2c(c1)OCCO2
  -2, 90, -2, 0.0, 0.1, -4, 10, -4, 3
CSc1nc2sc3c(c2c(=O)n1C1CCCCC1)CCN(C)C3
  -2, 99, -10, -0.5, 0.1, 4, -19, -17, -27
Cc1ccc(CCCOC(=O)C[N+]2(C)CCCC2)cc1
  6, 126, -6, 3.2, 0.1, 1, 8, -25, 5
O=C(CSc1cc(Cl)ccc1Cl)NC1CCCC1
  1, 103, 4, 0.0, -0.4, -3, 13, 4, 1
COc1cccc(CN(CC(=O)NCC2CCCO2)C(=O)CCC(=O)Nc2cc(C)on2)c1 (centres undefined)
  -1, 100, 4, 0.1, 0.0, -2, 1, 5, -3
CCOc1ccc(C(=O)CSc2nnc(N)s2)cc1
  3, 99, 0, 1.3, 0.0, -1, 8, -2, -7
Cc1sc2nc(CN3CCOCC3)nc(NS(=O)(=O)c3ccccc3)c2c1C
  -4, 104, 1, -0.2, 0.2, 0, 2, -1, -5
COc1ccc(Cc2nnc(SCc3c(C)noc3C)n2C2CCCCC2)cc1OC
  4, 88, 0, 0.3, 0.0, 4, 4, 0, 2
COC(=O)N/N=C\c1ccc(-c2cc(Cl)c(Cl)cc2Cl)o1
  -12, 83, 5, -10, 0.2, -13, 7, -3, -3
Cc1nn(C)cc1-c1n[nH]c(=S)n1-c1ccc(F)cc1
  4, 91, -2, 1.1, 0.1, 5, 4, -10, -3
Cc1ccc(S(=O)(=O)C2(C(=O)O)CCCC2)cc1C
  -2, 108, 2, -2.8, -0.2, 1, -23, 1, 2
CC(C)c1nc(CNC(=O)c2ccc(OC3CCN(Cc4ccccn4)CC3)cc2)cs1
  5, 115, 10, -2.7, -0.1, 3, -9, 6, 3
O=C(CN1CCN(C(=O)c2ccccc2)CC1)Nc1ccccc1
  -15, 93, 3, -1.0, 0.4, 2, 0, -3, 0
CC(C)C(=O)Nc1nc(-c2ccc(S(=O)(=O)N3CCOCC3)cc2)cs1
  1, 99, -2, 0.2, 0.0, 1, 3, 2, 2
COC(=O)c1ccc(COC(=O)c2ccc(S(=O)(=O)N3CCC(C)CC3)cc2)o1
  -3, 106, 7, -1.0, 0.2, -4, 4, 1, -1
CCC1=C(OC(=O)N(CC)CC)N2C(=O)OC(=NCCOC)[C@]2(Cc2ccccc2)[C@H]2C1=CC[C@H]1C(=O)N(CC(=O)OC)C(=O)[C@H]12
  0, 106, 10, -0.4, 0.1, -1, -1, 7, 8
COc1cc2c(cc1OC)CN(CC(=O)Nc1ccc(C)cc1)CC2
  3, 80, -1, 2.1, -0.1, 3, -1, 4, 7
